# Giardia FBPA inh = qHTS Assay for Inhibitors of Fructose-1,6-bisphosphate Aldolase from Giardia Lamblia | A8B2U2 | purified Giardia FBPA | Potency, µM (titrated, usually from 59.6 µM), for the others: top-dose activity, negative = inhibition, hits mostly inhibitors | actives 0.71% (n = 290,000) | AID 2451, 2010; note: potency is the fitted concentration of half-maximal effect; nearly all actives have a fitted effect of over 55% in size
# Target sequence (A8B2U2 whole entry, looked up): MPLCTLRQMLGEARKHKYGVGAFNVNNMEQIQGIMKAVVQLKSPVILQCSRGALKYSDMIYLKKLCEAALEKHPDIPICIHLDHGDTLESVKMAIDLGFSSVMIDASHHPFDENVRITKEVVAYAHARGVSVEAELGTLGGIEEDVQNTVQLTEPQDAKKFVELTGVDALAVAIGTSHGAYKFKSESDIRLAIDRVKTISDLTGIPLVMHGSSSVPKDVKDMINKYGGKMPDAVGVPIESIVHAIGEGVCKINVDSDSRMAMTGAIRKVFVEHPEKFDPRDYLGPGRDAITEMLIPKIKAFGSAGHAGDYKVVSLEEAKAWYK
#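 Giardia FBPA (40 nM reagent) was preincubated 10 min at RT with compound (up to 57.5 uM final), then substrate plus GAPDH/TPI/NAD/arsenate coupling system with diaphorase/resazurin was added; resorufin fluorescence (525/598 nm) was read after 20 min.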
# Sm TGR inh = qHTS Assay for the Inhibitors of Schistosoma Mansoni Peroxiredoxins; Schistosoma mansoni thioredoxin glutathione reductase (TGR), Q962Y6; purified TGR, DTNB reduction, TNB absorbance 405 nm; Potency, µM (titrated, usually from 114 µM), without a hit: at the highest dose activity change, negative = inhibition, usual class: inhibitors; actives 3% (n = 360,000); AID 485364, 2010; note: potency is the fitted concentration of half-maximal effect; nearly all actives have a fitted effect of over 60% in size
#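 First, TGR (20 nM dispensed) and NADPH were mixed with compound. Second, a 15 min room-temperature incubation followed. Third, further NADPH and then DTNB were added to start the reaction. Finally, TNB absorbance was monitored kinetically.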
# AmpC no deterg = qHTS Inhibitors of AmpC Beta-Lactamase (assay without detergent). Potency, µM (doses to about 57.1 µM), for inactives: at the top dose activity change, negative = inhibition, actives largely listed as inhibitors. actives 0.52% (n = 330,000). AmpC nitrocefin hydrolysis, absorbance 480 nm, 0.0001% Triton. P00811;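 note: potency is the fitted concentration of half-maximal effect; plate controls were no compound for no effect and no enzyme for full effect; nearly all actives have a fitted effect of over 20% in size; some results filed as inactive show a strong effect at the top dose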
# Target sequence (P00811 whole entry, looked up): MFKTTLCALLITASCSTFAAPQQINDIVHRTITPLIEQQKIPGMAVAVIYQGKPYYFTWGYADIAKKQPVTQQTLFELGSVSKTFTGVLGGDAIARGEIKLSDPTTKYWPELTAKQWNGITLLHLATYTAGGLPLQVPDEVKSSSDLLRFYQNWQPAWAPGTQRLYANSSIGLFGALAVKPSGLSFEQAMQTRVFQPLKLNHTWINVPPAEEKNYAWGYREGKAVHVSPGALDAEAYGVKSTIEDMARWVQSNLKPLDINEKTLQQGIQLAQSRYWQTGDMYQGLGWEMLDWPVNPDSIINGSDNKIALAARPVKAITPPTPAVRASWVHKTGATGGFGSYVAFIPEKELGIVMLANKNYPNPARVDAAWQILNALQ
#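 20 mM phosphate pH 7.0 + 0.01% (detergent screen) or 0.0001% Triton X-100; 5.3 nM AmpC reagent; cpd preinc 15 min RT; nitrocefin (800 uM stock) to start; A480 q20 s × 4 min; Activity was normalised to no-enzyme and no-compound control wells.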
# AmpC inh detg = qHTS Inhibitors of AmpC Beta-Lactamase (assay with detergent); Potency, µM (top dose mostly 114 µM), for the others: top-dose activity change, negative = inhibition, hits mostly inhibitors; P00811; AmpC hydrolysis of nitrocefin, absorbance 480 nm, 0.01% Triton; AID 485294, 2010; actives 0.041% (n = 370,000);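 note: potency is the fitted concentration of half-maximal effect; 0% = no-compound wells and -100% = no-enzyme wells; nearly all actives have a fitted effect of over 25% in size; some results filed as inactive show a strong effect at the top dose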
#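 20 mM phosphate pH 7.0 + 0.01% (detergent screen) or 0.0001% Triton X-100; 5.3 nM AmpC reagent; cpd preinc 15 min RT; nitrocefin (800 uM stock) to start; A480 q20 s × 4 min; Activity was normalised to no-enzyme and no-compound control wells.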
# HCMV antiviral = qHTS Assay for inhibitors of the human cytomegalovirus (HCMV); HFF cells, HCMV-luciferase reporter, 72 h; hits give low values; activity change, negative = inhibition, % at 57.5 µM; actives 4.5% (n = 410,000); in the data active = activity change below about -60%; inconclusive = no clear call, values can overlap the other calls; inactive = above about -39%
#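 HFF cells seeded 16 h at 37C, treated with compounds, infected with luciferase-reporter HCMV at MOI 1 PFU/cell; luciferase read at 72 h post infection, normalized to buffer-only and Salinomycin controls.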
# AMA1-RON2 inh = qHTS for Inhibitors of AMA1-RON; Towards Development of Antimalarial Drug Lead: Primary Screen; Plasmodium falciparum AMA1 (3D7) - RON2 peptide interaction; AlphaScreen AMA1-biotinylated RON2 peptide binding; Potency, µM (highest dose often 58.2 µM), inactives show at the top dose activity change, negative = inhibition, hits mostly inhibitors; actives 0.2% (n = 360,000);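 note: potency is the fitted concentration of half-maximal effect; 0% = vehicle wells and -100% = peptide control; nearly all actives have a fitted effect of over 45% in size; some results filed as inactive show a strong effect at the top dose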
#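 AMA1 (3D7) with his tag at 25 nM final met compounds first, then biotinylated RON2 peptide at 25 nM; detection used donor plus acceptor beads, 10 µg/mL apiece, read by AlphaScreen after 30 min at room temperature.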
# The depositor's hits bear a star; ? = inconclusive; . = no result given; & = joins results of further samples; [ ] = remark or other dose. Unless noted, calls come from the whole dose curve; as a rule, active = well fitted curve in the direction sought with a large enough effect; inconclusive = small, poorly fitted or top-dose-only effect, or another doubt; inactive = no such curve, though single readings can be large; an effect the other way counts as inactive or inconclusive. Unless noted, % is set by controls: 0 for no effect and ±100 for the full control effect. The order is random; about 7.8% have a hit in one of these screens.
smiles	Sm TGR inh	Giardia FBPA inh	AmpC inh detg	HCMV antiviral	AMA1-RON2 inh	AmpC no deterg
CCn1c(=O)c2cc(C(=O)NCCC(C)C)sc2c2ccccc21	0%	1%	1%	56	4%	-18%
Cn1cccc1C(=O)NC(=O)COC(=O)c1ccc(O)cc1	-4%	-2%	0%	29	-6%	3%
O=S(=O)(c1ccccc1)N1CCN(c2cccc(Cl)c2)CC1	-29%	3%	-17%	-5	1%	-19%
CCOc1ccc(N2CC(C(=O)N3CCc4ccccc4C3)CC2=O)cc1 (stereo unspecified)	1%	0%	-5%	-27	-2%	24%
O=C(c1ccc2c(c1)OCO2)N1CCN(S(=O)(=O)N2CCCCC2)CC1	33%	5%	4%	?	9%	-6%
CCN(CCNC(=O)C1CCC(=O)N1Cc1ccc(C)cc1)c1ccccc1 (stereo unspecified)	3%	-2%	1%	-30	-2%	140%[activator]
Cc1ccc2c(CC(=O)Nc3ccc(S(=O)(=O)N4CCCCC4)cc3)coc2c1C	5%	.	-2%	22	.	.
COc1ccc(OC)c(Nc2c3c(nc4ccccc24)CCC3)c1	0%&5%	2%	4%&-5%	-79*	-11%	13%
O=C(COC(=O)c1ccc(NS(=O)(=O)c2ccc3c(c2)OCCO3)cc1)NC1CCS(=O)(=O)C1 (stereo unspecified)	0%	27%	5%	-23	11%	-9%
COc1cc(Cl)ccc1OCc1cc(C(=O)NCC(C)c2ccccc2)no1 (stereo unspecified)	5%	-3%	-12%	-16	-1%	3%
COC(=O)CN(c1cccc(OC)c1)S(C)(=O)=O	8%	9%	0%	-22	-2%	-12%
COCCNC(=O)c1ccc(-n2c(SCc3cccnc3)nc3ccccc3c2=O)cc1	1%	-1%	-5%	-38	-5%	116%[activator]
Nc1c(C(=O)NCc2ccccc2)nnn1Cc1cccc(Br)c1	-6%	.	?	-27	.	.
CC1(c2nnc(Cc3ccccc3)o2)CC(c2cccc([N+](=O)[O-])c2)=NO1 (stereo unspecified)	45µM*	.	-10%	-4	42%[activator]	-8%
COc1ccc(C(C)C)cc1S(=O)(=O)NCC1CCCO1 (stereo unspecified)	32%	7%	-3%	11	-7%	23%
CCOC(=O)C1CCCN(CC(=O)NC2=Nc3ccccc3N=C(C)C2c2ccccc2)C1 (stereo unspecified)	-23%	-5%	-14%	-36	13%	197%[activator]
Nc1[nH]n2c(=O)c3c(nc2c1N=Nc1ccccc1)CCCC3	-22%	-10%	6%	?	8%	-21%
COc1ccc(S(=O)(=O)NCCC(=O)N2CCCC2)cc1N(C)S(C)(=O)=O	6%	9%	-1%	-15	5%	-2%
COc1ccc2nc3oc(C(=O)NCCCOC(C)C)cc3cc2c1	9%	1%	-2%	-10	-7%	34%
O=C(CN1C(=O)c2ccccc2Sc2ncccc21)Nc1cccc(C(F)(F)F)c1	-10%	.	5%	-1	.	.
COc1ccc(-n2nc(C(=O)c3cccs3)cc(-c3nc4ccccc4[nH]3)c2=N)cc1	-21%	2%	2%	160	51%[activator]	-27%
CCn1ncc(Br)c1C(=O)Nc1cc(C)cc(C)c1	21%	5%	1%	-8	-5%	12%
COc1ccc(CNC(=O)CN(Cc2ccccc2)S(=O)(=O)c2ccc(Cl)cc2)cc1	5%	-2%	0%	-17	2%	-3%
O=C(NCC(c1cccnc1)N1CCN(c2ccc(F)cc2)CC1)OCc1ccccc1 (stereo unspecified)	-26%	?	-6%	-6	-10%	111%[activator]
CC(=O)N1c2ccc(S(=O)(=O)NCC3CCC(C(=O)Nc4cccc(F)c4)CC3)cc2CC1C (stereo unspecified)	-2%	.	1%	-77*	.	.
CCOc1ccc(NC(=O)CN(C)C(=O)c2cn3ccccc3n2)cc1OCC	6%	.	-17%	-19	-2%	-10%
COCCN(C(=O)Cn1nnc2ccccc21)C(C(=O)NC1CCCCC1)c1ccc(OC)cc1OC (stereo unspecified)	-4%	0%	?	-15	0%	108%[activator]
Cc1[nH]c2ccc(C(C)C)cc2c1CC(=O)O	-22%	7%	-3%	14	12%	-34%
CN(Cc1ccc(Cl)cc1Cl)C(=O)CNC(=O)c1ccc2c(c1)OCO2	-1%	.	?	-27	-4%	-17%
CCOC(=O)c1cc(C)n(CC2CCC(C(=O)Nc3cccc(Cl)c3)CC2)c1C (stereo unspecified)	-9%	.	17%	44	.	.
Cc1nnc(SCCc2ccccc2)[nH]c1=O	-1%	12%	-2%	10	24%	-14%
CCOC(=O)CC1=CSC2=NS(=O)(=O)CCN12	2%[11.4 µM]	9%	-14%	-7	-2%	-9%
CCOc1ccc(NC(=O)CCC(=O)N/N=C/c2ccc3c(c2)OCO3)cc1	1%	2%	-6%	-6	-8%	-13%
Cc1cccc(NC(=O)CCN2CCCCC2)c1	-1%	?	-6%	12	-3%	-14%
CN(C)c1ccc(P(=O)(Nc2ccc([N+](=O)[O-])cc2)N2CCOCC2)c(NC(=O)c2cccs2)c1 (stereo unspecified)	-12%	-26%	2%	7	-6%	-16%
Cc1ccccc1NC(=O)CN1C(=O)N/C(=C\c2ccc(N3CCOCC3)c(F)c2)C1=O	-5%	-1%	-2%	-34	5%	10%
CCCCN(CCCC)NC(=O)c1ccccc1	5%	4%	0%	59	4%	-9%
O=C(COC(=O)c1ccc([N+](=O)[O-])s1)Nc1ccccc1	?	-4%	-6%	-5	-3%	-8%
COc1ccc(CNC(=O)Cc2csc3ccccc23)cc1OC	-11%	.	3%	110	.	.
COc1cc(C)c(Cl)c(C)c1S(=O)(=O)NCc1ccc2c(c1)OCO2	1%	-5%	-8%	-22	-20%	-14%
COc1ccc2nc(C)cc(N/N=C/c3ccccc3)c2c1	-1%	.	-6%	.	4%	-3%
CN(C)C(CNc1ccc(C(N)=O)cc1[N+](=O)[O-])c1ccccc1 (stereo unspecified)	25%	5%	?	-15	0%	-7%
CC(C)c1ccc(C(=O)NN2CCOCC2)cc1	-9%	.	0%	16	-7%	9%
Cc1cccc(OCCCCn2c(C3CC(=O)N(c4ccccc4Cl)C3)nc3ccccc32)c1 (stereo unspecified)	-3%	.	4%	-21	.	.
COc1ccc(/C=C(/NC(=O)/C=C/c2ccccc2)C(=O)NCCCCCC(=O)O)cc1	-10%	2%	1%	0	4%	-18%
CC(NC(=O)CN1CCN(c2ccccc2F)CC1)c1ccccc1 (stereo unspecified)	-18%	-3%	3%	14	10%	32%
CCN1CCN(C(=O)COc2ccc(S(=O)(=O)N(C)Cc3ccccc3)cc2)CC1	?	5%	-1%	8	6%	.
CCOc1ccc(NC(=O)/C(C#N)=C/c2ccc(N3CCCC3)c(C)c2)cc1	-1%	-4%	-4%	-6	7%	-10%
CCc1ccc(NC(=O)c2cc(S(=O)(=O)NC3CCCCCC3)ccc2F)cc1	4%	.	-4%	-40	.	.
Cc1cc(=O)oc2cc(OCC(=O)NCCc3c[nH]c4ccc(F)cc34)ccc12	0%	-13%	2%	23	-11%	-34%
CCOC(=O)N1CCN(C(=O)CSC2=NS(=O)(=O)c3cc(F)ccc3N2)CC1	3%	.	-18%	-17	4%	-13%
CN(CC(=O)Nc1cccc(F)c1)C(=O)c1csc2c1CCCC2	3%	.	4%	-25	-13%	-17%
CC(C)c1nnc(NC(=O)CSc2nnc(-c3ccco3)o2)s1	.	?	?	-10	85%[activator]	-18%
O=S(=O)(c1ccc(-n2cnnn2)cc1)N1CCN(c2ccccc2F)CC1	1%&-1%	.	3%&9%	-8&-17	-2%	-1%
CC(C)c1c(C(=O)N/N=C2\CCc3ccccc32)nnn1-c1nonc1N	9%	.	-7%	?	-1%	-20%
C/C(=C\c1ccco1)C1C(C#N)=C(N)Oc2n[nH]c(-c3ccc(C)cc3)c21 (stereo unspecified)	?	-4%	1%	-12	-6%	-25%
O=C(OCc1c(F)cccc1Cl)c1cnc(Cl)c(Cl)c1	6%	.	-2%	-32	5%	-16%
CCOC(=O)Nc1ccc(C(=O)/C=C/c2ccccc2)cc1	-8%	-10%	3%	0	-12%	-1%
CCNC(=O)NC(=O)C(C)Oc1ccc(C(=O)OC)cc1 (stereo unspecified)	2%[11.4 µM]	0%	-20%	-34	9%	2%
CCC(=O)Nc1cccc(NC(=O)CSc2nnnn2C2CCCC2)c1	-5%	8%	?	22	1%	-12%

# (further entries)
smiles	Sm TGR inh	Giardia FBPA inh	AmpC inh detg	HCMV antiviral	AMA1-RON2 inh	AmpC no deterg
Cc1cc(NC(=O)CSc2nc3ccccc3n2CC(C)C)no1	0%	-5%	7%	5	-5%	-20%
CCOC(=O)c1sc(NC(=O)C2C3C=CC(C3)C2C(=O)O)nc1C (stereo unspecified)	-7%	1%	3%	0	-3%	-12%
CN(Cc1ccccc1)C(=O)CCC1CCN(C(=O)CC2=CCCCC2)CC1	6%	4%	?	-12	-19%	188%[activator]
COc1ccc(NC(=O)c2ccccc2)cc1NS(=O)(=O)c1ccc(F)cc1	1%	-2%	3%	-21	1%	-35%
CCN(C(=O)CN1C(=O)S/C(=C\c2ccccc2OC)C1=O)C1CCS(=O)(=O)C1 (stereo unspecified)	-5%	7%	-6%	-35	-6%	152%[activator]
Cc1ccc(CNC(=O)CNS(=O)(=O)c2cccs2)cc1	-1%	.	8%	23	.	.
Cc1nnc(N/N=C\c2ccc(-c3ccccc3[N+](=O)[O-])o2)n1N	-9%	1.8µM*	-5%	127	-13%	-26%
O=C(NCc1ccccc1Br)c1ccc2c(c1)OCCO2	1%	0%	-15%	68	0%	-29%
O=[N+]([O-])c1ccc(C[n+]2cccc3c4ccccc4ccc32)cc1	7%	-4%	9%	-81*	-23%	1%

# In the list so far, 3 have a COOH group.
smiles	Sm TGR inh	Giardia FBPA inh	AmpC inh detg	HCMV antiviral	AMA1-RON2 inh	AmpC no deterg
Cc1[nH]c2ccc(C(C)C)cc2c1CC(=O)O	-22%	7%	-3%	14	12%	-34%
COc1ccc(/C=C(/NC(=O)/C=C/c2ccccc2)C(=O)NCCCCCC(=O)O)cc1	-10%	2%	1%	0	4%	-18%
CCOC(=O)c1sc(NC(=O)C2C3C=CC(C3)C2C(=O)O)nc1C (stereo unspecified)	-7%	1%	3%	0	-3%	-12%

# Compound activity (PubChem BioAssay)
